Screens from PubChem BioAssay.
BRCA1 expr up: increases BRCA1 expression | MCF7-BRCA1-FFLuc reporter, luminescence, 48 h; response scale: scaled: vehicle 0%, 10 µM genistein 100% | Potency, µM (series often up to 46.1 µM), without a hit: top-dose activation, usual class: activators | 380,000 compounds, 1.1% hits | AID 624202; note: potency is the fitted concentration of half-maximal effect; nearly all actives have a fitted effect of over 80% in size; some results filed as inactive show a strong effect at the top dose
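First, MCF7-BRCA1-FFLuc cells (2000/well) attach for 2 h; next, compounds are pin-added and incubated 48 h at 37 °C; finally, luciferase reagent is added and luminescence read after 15 min.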
Rab9 promoter act: activators of Rab9 promoter; Huh7 Rab9 promoter-luciferase reporter, luminescence, 24 h; Potency, µM (top dose mostly 9.22 µM), inactives show at the top dose activation, negative = inhibition, usual class: activators; 320,000 compounds, 2.8% hits; note: potency is the fitted concentration of half-maximal effect; % of control where 0% means no effect; nearly all actives have a fitted effect of over 60% in size
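Huh7 cells stably carrying Rab9 promoter–luciferase reporter, plated 1500 cells/well, compound added after 2 h and incubated 24 h at 37 °C; luciferase luminescence then read after 10 min with detection reagent.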
NPC1 promoter act: activators of NPC1 promoter; Huh7 NPC1 promoter luciferase reporter, 24 h; Potency, µM (doses to about 9.22 µM), without a hit: at the highest dose activation, most hits filed as activators; 320,000 compounds, 2.4% hits;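 note: potency is the fitted concentration of half-maximal effect; % of control where 0% means no effect; nearly all actives have a fitted effect of over 60% in size; reporter is driven by a mutant NPC1 promoter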
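Stably transfected Huh7 (NPC1 promoter→luciferase), 1500 cells/well in Opti-MEM + 10% FBS, 2 h settle, then compound 24 h at 37 °C. Luminescence after 10 min with Amplite reagent.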
PKM2 act: activators of human pyruvate kinase M2; purified PKM2, Kinase-Glo ATP luminescence, activation; response scale: 0% is enzyme alone, no compound; P14618; Potency, µM (highest dose often 57.5 µM), without a hit: at the top dose activation, most hits filed as activators; 260,000 compounds, 0.34% hits; AID 1631; note: potency is the fitted concentration of half-maximal effect; % is set by controls: 0 for no effect and ±100 for the full control effect; nearly all actives have a fitted effect of over 55% in size
Target sequence (P14618 whole entry, looked up): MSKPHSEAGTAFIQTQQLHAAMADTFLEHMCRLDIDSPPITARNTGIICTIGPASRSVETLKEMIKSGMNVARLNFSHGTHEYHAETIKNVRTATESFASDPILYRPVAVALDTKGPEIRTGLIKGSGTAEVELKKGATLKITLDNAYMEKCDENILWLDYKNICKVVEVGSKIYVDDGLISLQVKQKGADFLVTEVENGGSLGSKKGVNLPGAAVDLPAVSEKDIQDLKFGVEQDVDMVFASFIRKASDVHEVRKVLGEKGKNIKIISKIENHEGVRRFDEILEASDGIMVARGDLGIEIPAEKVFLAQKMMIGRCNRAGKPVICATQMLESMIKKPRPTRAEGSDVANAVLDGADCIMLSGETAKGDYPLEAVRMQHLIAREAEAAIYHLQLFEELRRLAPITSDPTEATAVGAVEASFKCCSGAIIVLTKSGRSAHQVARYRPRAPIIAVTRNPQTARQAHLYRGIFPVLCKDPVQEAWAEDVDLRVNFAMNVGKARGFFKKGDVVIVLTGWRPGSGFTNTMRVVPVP
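ATP formation by purified human PK-M2, quantified via coupled luciferase luminescence after 1 h at room temperature with 0.1 mM ADP and 0.5 mM PEP final.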
ELG1 genotoxic: inducers of genotoxicity in HEK293T ELG1-luciferase cells; HEK293T ELG1-luciferase reporter, luminescence, 16 h; Potency, µM (titrated, usually from 46 µM), for the others: at the top dose activity change, positive = activation, hits mostly activators; 330,000 compounds, 1.3% hits; AID 504466; note: potency is the fitted concentration of half-maximal effect; % of control where 0% means no effect; nearly all actives have a fitted effect of over 60% in size
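HEK293T cells expressing luciferase-tagged ELG1 were exposed to compound or DMSO vehicle for 16 hr at 37 °C and 5% CO2. Luciferase activity was then measured with ONE-Glo after 30 min at room temperature.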
Menin MLL FP TR: inhibitors of human menin-MLL interaction, mutant MLL peptide; Menin + Texas Red MLL mutant peptide, fluorescence polarization; 270,000 compounds, 0.23% hits; AID 1768; Potency, µM (series often up to 61.6 µM), without a hit: at the highest dose FP activity change, negative = inhibition, usual class: inhibitors; O00255; active = well fitted inhibition curve with a large enough effect in the polarisation, with a control signal flat, not every such curve was filed as active; inconclusive = small, poorly fitted or top-dose-only effect, or effect the other way, or a change in a side signal; inactive = no such curve, though single readings can be large or run the other way; the % refers to the polarisation; note: potency is the fitted concentration of half-maximal effect; % of control where 0% means no effect; many of its hits are not listed in these tables
Giardia killer: Giardia lamblia killing | Giardia lamblia trophozoite viability | activity change, % at 7.66 µM, hits read low | 340,000 compounds, 0.15% hits | AID 540267; in the data active = activity change below about -80%; inconclusive = between about -30% and that limit;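 note: parasites exposed to compound for two days anaerobically before the ATP read; % is set by controls: 0 for no effect and ±100 for the full control effect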
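Luminescent ATP signal served as the viability read-out, measured 15-30 min after adding ATP detection reagent to trophozoites that had been incubated with compounds for 48 hrs at 37 deg C anaerobically at 100 cells/well.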
FLuc modulator: counter-screen for miR-21 project: firefly luciferase inhibitors or activators; P08659; purified FLuc, Km substrates, luminescence inhibition; Potency, µM (titrated, usually from 57.5 µM), without a hit: at the top dose activity change, negative = inhibition, hits mostly inhibitors; 360,000 compounds, 6.9% hits;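 note: potency is the fitted concentration of half-maximal effect; plate controls were vehicle for no effect and reference inhibitor for full effect; nearly all actives have a fitted effect of over 55% in size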
Target sequence (P08659 whole entry, looked up): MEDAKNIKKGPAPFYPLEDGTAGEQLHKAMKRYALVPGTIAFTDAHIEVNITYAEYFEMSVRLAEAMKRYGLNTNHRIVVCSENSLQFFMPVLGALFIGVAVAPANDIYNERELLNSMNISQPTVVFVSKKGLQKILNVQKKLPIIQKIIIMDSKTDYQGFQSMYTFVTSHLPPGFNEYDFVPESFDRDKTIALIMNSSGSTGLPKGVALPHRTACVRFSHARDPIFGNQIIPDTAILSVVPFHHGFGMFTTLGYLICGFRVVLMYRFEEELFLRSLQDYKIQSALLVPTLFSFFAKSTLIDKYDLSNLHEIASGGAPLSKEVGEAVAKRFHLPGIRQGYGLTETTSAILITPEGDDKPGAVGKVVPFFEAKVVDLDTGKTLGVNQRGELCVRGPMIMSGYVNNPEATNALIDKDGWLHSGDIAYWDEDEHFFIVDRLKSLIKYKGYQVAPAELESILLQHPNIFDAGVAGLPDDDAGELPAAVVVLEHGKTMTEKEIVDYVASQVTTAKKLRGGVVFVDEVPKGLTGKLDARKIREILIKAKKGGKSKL
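Biochemical qHTS of compounds, final roughly 60 µM downward over six points, against 10 nM purified firefly luciferase using Km concentrations of substrates (10 uM D-luciferin, 10 uM ATP) in Tris acetate pH 7.5 buffer; luminescence output.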
RORgamma inh: blocks mouse ROR gamma transcriptional activity; P51450; Drosophila S2 Gal4-RORgamma UAS-luciferase reporter, 20 h; Potency, µM (highest dose often 53.6 µM), without a hit: at the top dose activity change, negative = inhibition, most hits filed as inhibitors; 310,000 compounds, 5.4% hits; note: potency is the fitted concentration of half-maximal effect; % is set by controls: 0 for no effect and ±100 for the full control effect; nearly all actives have a fitted effect of over 60% in size
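Using a luciferase readout, inhibitors were identified by reduced reporter activity in Drosophila cells coexpressing a copper-inducible Gal4–ROR gamma fusion and UAS-driven Photinus luciferase, incubated 20 hr after 700 uM copper sulfate.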
VP16 counter: inhibits Gal4-VP16 luciferase reporter, ROR gamma counter-screen | Drosophila S2 Gal4-VP16 UAS-luciferase, luminescence, 20 h | Potency, µM (doses to about 53.6 µM), for the others: at the top dose activity, negative = inhibition, hits mostly inhibitors | 310,000 compounds, 3.5% hits | AID 2546;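 note: Gal4-VP16 expression switched on by copper sulfate through the metallothionein promoter; potency is the fitted concentration of half-maximal effect; % is set by controls: 0 for no effect and ±100 for the full control effect; nearly all actives have a fitted effect of over 50% in size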
p53 reactivation: re-activators of mutant p53; H1299 p53-A138V BP100-luciferase reporter, luminescence, 24 h; Potency, µM (highest dose often 92.2 µM), for the others: at the top dose activity change, positive = activation, hits mostly activators; 320,000 compounds, 0.063% hits; AID 504706; note: potency is the fitted concentration of half-maximal effect; % of control where 0% means no effect; nearly all actives have a fitted effect of over 45% in size
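p53-null H1299 cells stably carrying temperature-sensitive p53-A138V and a BP100-luciferase reporter were pinned with compounds (4-point, 1:5 series) and held 24 hrs at 37 deg C. Luminescence was read 10 min after detection reagent.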
Active calls of the source: *; ? = inconclusive; . = not tested or not shown; [ ] = dose if it differs, or a comment. Unless noted, calls come from the whole dose curve; as a rule, active = well fitted curve in the direction sought with a large enough effect; inconclusive = small, poorly fitted or top-dose-only effect, or another doubt; inactive = no such curve, though single readings can be large; an effect the other way counts as inactive or inconclusive. A portion of the library. The share of hits here may be higher or lower than overall.

SMILES	BRCA1 expr up	Rab9 promoter act	NPC1 promoter act	PKM2 act	ELG1 genotoxic	Menin MLL FP TR	Giardia killer	FLuc modulator	RORgamma inh	VP16 counter	p53 reactivation
Cc1cccc(C(=O)Nc2c(C#N)c(C)c(C)n2Cc2ccccc2)c1	-17%	-9%	-4%	-13%	3%	6%	25	-2%	?	-7%	12%
COc1cc(NC(=O)COC(=O)CC(C)(C)C)c(C)cc1[N+](=O)[O-]	-2%	0%	-2%	0%	0%	2%	7	3%	?	-4%	-3%
CC(=O)CCc1oc2ccccc2c1-c1ccccc1	9%	-6%	-5%	-3%	0%	6%	16	-5%	33%	2%	-2%
CN(C)C1CCN(Cc2cc(COCc3ccccc3)c3cccnc3c2O)C1 (configuration not stated)	-74%	-14%	-16%	.	?	.	?	1%	.	.	?
CN(C)CCCn1c(-c2ccccc2)nc(=S)c2c1CCCC2	1%	0%	-1%	1%	-2%	-10%	16	0%	-21%	-5%	-11%
CC1=C(C(=O)Nc2cc(C(=O)N3CCN(c4cccc(C)c4)C(C)C3)ccc2C)SCCO1 (configuration not stated)	-8%	-2%	3%	0%	-9%	-29%	8	-2%	-4%	6%	-7%
N#Cc1c(NC(=O)c2nc3ncccn3n2)sc2c1CCCCC2	40%	4.5µM*	1.8µM*	-15%	2.3µM*	-15%	0	13µM*	?	-4%[0.365 µM]	?
Cc1ccc(NC(=O)COc2nsnc2N2CCOCC2)cc1Cl	-37%	2%	-2%	.	-5%	29%	2	-2%	-30%	1%	-4%
Cc1ccc(-c2csc3ncnc(N4CCN(C)CC4)c23)cc1C	-28%	1%	0%	0%	-11%	-22%	-10	5%	-4%	-9%	.
CCc1c(C)nc2cc(-c3ccccc3)[nH]n2c1=O	72%	?	3.2µM*	-11%	?	-2%	2	11µM*	10%	-11%	.
CCOC(=O)c1c(NC(=O)COC(=O)Cn2cnc3ccccc32)sc(C)c1C	7%	-7%	-1%	-3%	14%	14%	10	0%	10%	-13%	23%
Oc1ccccc1N1CCN(c2nc(-c3cccs3)nc3ccccc23)CC1	-16%	-6%	0%	-4%	-7%	.	18	-1%	-14%	-6%	2%
CCOC(=O)CCC(=O)Nc1cccc([N+](=O)[O-])c1	-19%	-8%	0%	-2%	2%	17%	4	1%	2%	-11%	1%
COC(=O)Cn1cc(/C=C(/C#N)C(=O)N2CCOCC2)c2ccccc21	-27%	-2%	1%	-4%	1%	0%	7	-16%	0%	-20%	1%
CCN1C(=O)/C(=C2\SC(N3CCOCC3)=NC2=O)c2ccccc21	9%	26%	18%	.	3%	?	-11	11µM*	0%	6%	-1%

Single records, as listed above. Order of screens: BRCA1 expr up, Rab9 promoter act, NPC1 promoter act, PKM2 act, ELG1 genotoxic, Menin MLL FP TR, Giardia killer, FLuc modulator, RORgamma inh, VP16 counter, p53 reactivation
CCN1C(=O)/C(=C2\SC(N3CCOCC3)=NC2=O)c2ccccc21 is listed as 9%, 26%, 18%, ., 3%, ?, -11, 11µM*, 0%, 6%, -1%
CCc1c(C)nc2cc(-c3ccccc3)[nH]n2c1=O is listed as 72%, ?, 3.2µM*, -11%, ?, -2%, 2, 11µM*, 10%, -11%, .
CCOC(=O)c1c(NC(=O)COC(=O)Cn2cnc3ccccc32)sc(C)c1C is listed as 7%, -7%, -1%, -3%, 14%, 14%, 10, 0%, 10%, -13%, 23%
CN(C)CCCn1c(-c2ccccc2)nc(=S)c2c1CCCC2 is listed as 1%, 0%, -1%, 1%, -2%, -10%, 16, 0%, -21%, -5%, -11%
Oc1ccccc1N1CCN(c2nc(-c3cccs3)nc3ccccc23)CC1 is listed as -16%, -6%, 0%, -4%, -7%, ., 18, -1%, -14%, -6%, 2%

Returning to the listing, starting 2 compounds before the break.
SMILES	BRCA1 expr up	Rab9 promoter act	NPC1 promoter act	PKM2 act	ELG1 genotoxic	Menin MLL FP TR	Giardia killer	FLuc modulator	RORgamma inh	VP16 counter	p53 reactivation
COC(=O)Cn1cc(/C=C(/C#N)C(=O)N2CCOCC2)c2ccccc21	-27%	-2%	1%	-4%	1%	0%	7	-16%	0%	-20%	1%
CCN1C(=O)/C(=C2\SC(N3CCOCC3)=NC2=O)c2ccccc21	9%	26%	18%	.	3%	?	-11	11µM*	0%	6%	-1%
O=C(CC1SC(=O)N(Cc2ccc(Cl)cc2)C1=O)Nc1nccs1 (configuration not stated)	-20%	-2%	0%	1%	-1%	3%	-5	3%	-32%	-21%	6%
COc1nc(N)c(C#N)c(-c2ccc(N(C)CCC#N)cc2)c1C#N	-46%	-1%	0%	0%	-7%	.	9	-2%	17%	1%	-6%
O=C(CSc1nnc(-c2cccc(S(=O)(=O)N3CCOCC3)c2)n1C1CCCCCC1)NCc1ccccc1	-30%	-9%	-5%	3%	-1%	-18%	-17	-1%	27%	-2%	-4%
Cc1ccc(C)c(Cn2c3ccccc3c3cnn(CC(=O)NCCCN4CCOCC4)c(=O)c32)c1	-32%	-3%	-11%	.	0%	.	-11	-1%	-29%	-18%	2%
CC1CN(C)C(C)C/C1=N/Oc1ccccc1[N+](=O)[O-] (configuration not stated)	-2%	-7%	1%	1%	2%	-13%	17	5%	-33%	4%	3%
O=C(c1ccccn1)C1CCCN(Cc2nc(Cc3cccc(F)c3)no2)C1 (configuration not stated)	-5%	-6%	-1%	-2%	-3%	.	-23	-2%	1%	-3%	0%
OCC1(CCOc2ccccc2)CCN(C2Cc3ccccc3C2)CC1	-12%	-4%	0%	-1%	0%	-29%	17	5%	-2%	-6%	-1%
CCOC(=O)C1=C(c2ccccc2)Nc2c(c(=O)n(C)c(=O)n2C)C1c1ccc(O)c(OC)c1 (configuration not stated)	0%	2%	-2%	-2%	10%	0%	7	-1%	-13%	2%	-3%
COc1cc(OC)cc(-c2c(-c3cccs3)c3cc(-c4ccc(SC)cc4)ccc3n2C)c1	2%	-9%	-2%	.	1%	.	3	-11%	.	.	-6%
Cc1ccc(N2C(N)=NC(N)=NC2(C)C)c(C)c1	-18%	-3%	4%	2%	-3%	-13%	-4	0%	2%	-9%	-2%
COC1=CC2(O)CCCC2=CC1=O (configuration not stated)	12%	-5%	1%	1%	0%	-19%	11	0%	-10%	-1%	9%
CC1CCN(C(=O)CCNS(=O)(=O)c2ccccc2)CC1	?	?	?	-1%	12%	-17%	4	-19%	-10%	15%	8%
CC(=O)C1=C(c2ccccc2)NC(=O)NC1c1ccccc1OCC(=O)NCc1ccccc1 (configuration not stated)	-21%	1%	-3%	5%	-4%	1%	-10	2%	10%	7%	-3%
C=CCn1cc(CN2CCC(C(=O)Nc3ccc(Oc4cccnc4)cc3)CC2)c(C)n1	-9%	-3%	0%	.	2%[9.26 µM]	12%	10	-3%	-11%	-6%	7%
CCOC(=O)C(C)Sc1nc(C2CC2)cc(C(F)(F)F)c1C#N (configuration not stated)	-7%	2%	-3%	-1%	0%	-17%	-8	7%	12%	0%	-4%
CC(C)N(Cc1ccccc1)C(=O)COC(=O)c1ccc2ncsc2c1	44%	-1%	-2%	.	4%	.	3	3%	.	.	-1%
CN(C)CCSc1nc(N)c2c3c(sc2n1)CN(C)CC3	-19%	2%	3%	0%	-1%	-9%	19	0%	-23%	-1%	-4%
Cc1ccc2nc(-c3cccs3)oc(=O)c2c1	2%	-2%	-1%	-3%	-3%	29%	6	9.5µM*	-21%	-12%	5%
CCC(=O)NC(=S)Nc1ccc(NC(=O)c2ccc(OC)cc2)cc1	-16%	1%	-2%	-1%	-4%	-3%	12	2%	2%	-2%	-7%
NC(=O)C(CC(=O)O)NC(=O)[C@@H]1CCCCNc2c(I)cc([N+](=O)[O-])cc2C(=O)N[C@@H](CO)C(=O)NCC(=O)N1 (some centres not stated)	.	-3%	1%	-1%	1%	6%	.	-20%	-4%	-5%	-1%
S=C(NCC1CCCO1)N1CCN(Cc2ccccc2Cl)CC1 (configuration not stated)	-30%	-2%	1%	-14%	-8%	-19%	-16	-2%	3%	11%	-4%
Cc1ccc(NC2CC(=O)N(c3cccc([N+](=O)[O-])c3)C2=O)cc1 (configuration not stated)	0%	-3%	-9%	-1%	0%	?	-19	-3%	5%	8%[10 µM]	11%
COc1ccc(N2CCN(C(=S)NCc3ccccc3)CC2)cc1	-33%	3%	-5%	1%	-5%	5%	-1	-1%	-8%	19%	-8%
COc1ccc(-c2csc3nc(-c4cccnc4)nc(N4CCC(C(N)=O)CC4)c23)cc1OC	-62%	-3%	-1%	5%	-2%	10%	?	2%	-38%	-19%	-14%
